Assay outcomes (PubChem)
AmpC inh detg: inhibitors of E. coli AmpC beta-lactamase with detergent; AID 485294; AmpC hydrolysis of nitrocefin, absorbance 480 nm, 0.01% Triton; actives 0.041% (n = 370,000); Potency, µM (top dose mostly 114 µM), without a hit: top-dose activity change, negative = inhibition, most hits filed as inhibitors; P00811;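 note: potency is the fitted concentration of half-maximal effect; 0% = no-compound wells and -100% = no-enzyme wells; nearly all actives have a fitted effect of over 25% in size; some results filed as inactive show a strong effect at the top dose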
Target sequence (P00811 whole entry, looked up): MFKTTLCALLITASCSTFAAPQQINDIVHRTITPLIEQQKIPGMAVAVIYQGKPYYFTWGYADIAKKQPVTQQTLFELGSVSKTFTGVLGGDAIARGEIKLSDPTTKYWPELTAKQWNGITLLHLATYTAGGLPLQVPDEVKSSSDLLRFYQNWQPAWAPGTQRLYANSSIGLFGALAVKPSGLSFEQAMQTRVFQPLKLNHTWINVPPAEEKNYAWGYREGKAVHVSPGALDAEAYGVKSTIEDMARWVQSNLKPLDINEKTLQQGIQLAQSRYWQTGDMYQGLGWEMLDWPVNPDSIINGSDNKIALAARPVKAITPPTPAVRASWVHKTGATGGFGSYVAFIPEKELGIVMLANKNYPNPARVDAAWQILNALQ
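20 mM phosphate pH 7.0 + 0.01% (detergent screen) or 0.0001% Triton X-100; 5.3 nM AmpC reagent; cpd preinc 15 min RT; nitrocefin (800 uM stock) to start; A480 q20 s × 4 min; Activity was normalised to no-enzyme and no-compound control wells.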
HCV inhibitor: blocks hepatitis C virus; Huh7.5.1 HCVcc-Cre infection, luciferase reporter, 44 h; Potency, µM (top dose mostly 41.8 µM), inactives show at the highest dose activity change, negative = inhibition, usual class: inhibitors; actives 3.4% (n = 340,000); AID 651820; note: potency is the fitted concentration of half-maximal effect
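Cells (1,000/well) were plated 4 h before compound, then infected with HCVcc-Cre virus (~0.5 moi). After 44 h further culture, infection was read as luciferase luminescence following a 15 min substrate incubation at room temperature.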
Giardia FBPA inh: blocks Giardia fructose-bisphosphate aldolase activity; purified Giardia FBPA; Potency, µM (doses to about 59.6 µM), for inactives: top-dose activity, negative = inhibition, usual class: inhibitors; A8B2U2; actives 0.71% (n = 290,000); note: potency is the fitted concentration of half-maximal effect; nearly all actives have a fitted effect of over 55% in size
Target sequence (A8B2U2 whole entry, looked up): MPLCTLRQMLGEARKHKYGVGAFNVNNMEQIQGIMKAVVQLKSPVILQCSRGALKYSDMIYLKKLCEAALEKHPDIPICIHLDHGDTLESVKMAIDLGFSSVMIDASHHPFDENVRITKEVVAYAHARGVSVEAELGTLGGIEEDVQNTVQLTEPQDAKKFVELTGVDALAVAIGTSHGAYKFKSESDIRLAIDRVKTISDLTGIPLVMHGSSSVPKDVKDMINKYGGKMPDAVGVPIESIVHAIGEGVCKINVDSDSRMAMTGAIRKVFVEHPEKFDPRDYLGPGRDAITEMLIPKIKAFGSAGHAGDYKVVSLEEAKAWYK
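40 nM FBPA preincubated 10 min at RT with compound (up to 57.5 uM final), then substrate plus GAPDH/TPI/NAD/arsenate coupling and diaphorase/resazurin added. Fluorescence read after 20 min at RT, 525/598 nm.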
HCMV inh: inhibitors of human cytomegalovirus. activity change, negative = inhibition, % at 57.5 µM. AID 1259415. HFF cells, HCMV-luciferase reporter, 72 h; active compounds read low. actives 4.5% (n = 410,000); in the data active = activity change below about -60%; inconclusive = no clear call, values can overlap the other calls; inactive = above about -39%
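Steps: HFFs plated, 16 h 37C; compounds added; HCMV-luciferase added to MOI 1 PFU/cell; 72 h 37C; OneGlo reagent, 5 min room temperature; luminescence read, normalized to controls.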
AmpC inh no detg: blocks E. coli AmpC beta-lactamase in detergent-free assay | AmpC nitrocefin hydrolysis, absorbance 480 nm, 0.0001% Triton | Potency, µM (series often up to 57.1 µM), inactives show at the highest dose activity change, negative = inhibition, most hits filed as inhibitors | actives 0.52% (n = 330,000);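 note: potency is the fitted concentration of half-maximal effect; plate controls were no compound for no effect and no enzyme for full effect; nearly all actives have a fitted effect of over 20% in size; some results filed as inactive show a strong effect at the top dose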
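AmpC (5.3 nM in the dispensed reagent) in 20 mM phosphate pH 7.0 with 0.01% (detergent screen) or 0.0001% Triton X-100 was preincubated with compounds for 15 min at room temperature. Nitrocefin was then added from an 800 uM solution, and hydrolysis was followed at 480 nm.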
Sm TGR inh: inhibitors of Schistosoma mansoni thioredoxin glutathione reductase. Q962Y6. purified TGR, DTNB reduction, TNB absorbance 405 nm. Potency, µM (doses to about 114 µM), for inactives: at the highest dose activity change, negative = inhibition, most hits filed as inhibitors. actives 3% (n = 360,000). AID 485364; note: potency is the fitted concentration of half-maximal effect; nearly all actives have a fitted effect of over 60% in size
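First, TGR (20 nM dispensed) and NADPH were mixed with compound. Second, a 15 min room-temperature incubation followed. Third, further NADPH and then DTNB were added to start the reaction. Finally, TNB absorbance was monitored kinetically.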
Active calls of the source: *; ? = inconclusive; . = no result given; & = joins results of further samples; [ ] = dose if it differs, or a comment. Unless noted, calls come from the whole dose curve; as a rule, active = well fitted curve in the direction sought with a large enough effect; inconclusive = small, poorly fitted or top-dose-only effect, or another doubt; inactive = no such curve, though single readings can be large; an effect the other way counts as inactive or inconclusive. Unless noted, % is set by controls: 0 for no effect and ±100 for the full control effect.

SMILES	AmpC inh detg	HCV inhibitor	Giardia FBPA inh	HCMV inh	AmpC inh no detg	Sm TGR inh
COc1ccc(N2CC(C(=O)N/N=C/c3ccccc3)CC2=O)cc1 (stereo not drawn)	1%	14%	0%	3	-10%	0%
Cc1ccccc1NC(=O)CN1C(=O)C2(SCC(=O)N2c2ccc(F)cc2)c2ccccc21 (stereo not drawn)	-7%	.	.	20	.	3%
Cc1cc(C)c(C2=Nn3c(C)nnc3SC2C)cc1C (stereo not drawn)	-6%	-18%	10%	-28	24%	-4%
COc1ccc(NC(=O)c2csc(Cc3ccc(Cl)cc3)n2)cc1	-1%	-3%	-7%	?	-16%	-3%
COc1ccc(OC)c(CNc2nc3ccc(C)cc3n3nnnc23)c1	0%	.	.	-16	.	-7%
CCOc1ccc(CCNC(=O)Cn2ncn3nc(-c4ccc(OC)cc4)cc3c2=O)cc1OCC	-1%	-3%	3%	-28	-2%	9%
Cc1cccc(NC(=O)CN2NS(=O)(=O)c3ccccc3C2=O)c1	-2%	13%	2%	24	-19%	-4%
COc1ccc(NC(=O)C2CC(=O)N(c3cc(C)ccc3C)C2)cc1 (stereo not drawn)	-10%	4%	-2%	?	29%	4%
O=C(CCCCCn1c(=O)[nH]c2ccccc2c1=O)N1CCN(c2ccc(Cl)cc2)CC1	0%	.	.	-2	.	4%
COCCCNC(=O)CC1C[C@H](C(=O)N2CCOCC2)[C@@]2(C)c3[nH]c4ccc(OC)cc4c3CCN2C1=O (stereo partly drawn)	.	2%	.	13	-5%	.
O=c1cccc2n1CC1CC2CN(S(=O)(=O)c2ccccc2)C1 (stereo not drawn)	0%	1%	2%	10	-20%	-23%
O=C(CN1C(=O)NC(Cc2c[nH]c3ccccc23)C1=O)NCC(F)(F)F (stereo not drawn)	-6%	20%	12%	37	-11%	3%
COc1cccc(C(=O)COC(=O)c2ccc(NC(C)=O)cc2)c1	4%	6%	4%	-27	-11%	4%
COc1ccc(C)cc1NC(=O)CN(c1ccc(C)cc1)S(C)(=O)=O	-3%	-14%	2%	-4	51%	.
Cc1cc(C)c(NC(=O)CN(C)C(=O)CCC(=O)c2ccc(C)s2)c(C)c1	-1%	?	.	-6	33%	-33%
NC1CCCCC1N=Cc1c(O)n(Cc2ccc(F)cc2)c(=O)[nH]c1=O (stereo not drawn)	-19%	?	2%	35	38%	0%
Cc1nn(CC(=O)NC(C)C)c(C)c1[N+](=O)[O-]	-5%	3%	5%	-9	-13%	-3%
COc1ccc(OC)c(NC(=O)[C@H](Cc2ccccc2)N2Cc3ccccc3C2=O)c1	7%	.	.	7	.	-3%
O=C(Nc1ccc2c(c1)OCO2)c1ccc(Br)c(S(=O)(=O)N2CCCC2)c1	-14%	?	0%	-35	-34%	-34%
CCc1ccc(S(=O)(=O)NCCc2csc(C)n2)s1	4%	3%	3%	-17	-2%	8%
N/C(Cc1ccc(Cl)cc1Cl)=N\OC(=O)Cc1cccs1	-7%	25%	2%	6	-23%	-11%
CCc1ccccc1N(CC(=O)NCC1CCCO1)C(=O)CCC(=O)Nc1nccs1 (stereo not drawn)	0%	-3%	15%	-18	17%	4%
Cc1ccc2nc(NC(=O)C3CCN(S(=O)(=O)c4cccnc4)CC3)sc2c1	?	?	-16%	-35	40%	5%
COc1ccc(C2N=C(N)Nc3nc4ccccc4n32)c(OC)c1OC (stereo not drawn)	15%	.	.	2	.	-1%
Nc1cc(-c2ccccc2)n2c(n1)nc1ccccc12	1%	?	-2%	-7	-13%	2%

2 successive entries already listed:
SMILES	AmpC inh detg	HCV inhibitor	Giardia FBPA inh	HCMV inh	AmpC inh no detg	Sm TGR inh
COc1ccc(C2N=C(N)Nc3nc4ccccc4n32)c(OC)c1OC (stereo not drawn)	15%	.	.	2	.	-1%
Nc1cc(-c2ccccc2)n2c(n1)nc1ccccc12	1%	?	-2%	-7	-13%	2%

The list goes on.
SMILES	AmpC inh detg	HCV inhibitor	Giardia FBPA inh	HCMV inh	AmpC inh no detg	Sm TGR inh
Cc1cccc(NC(=O)c2ccc3c(c2)CCN3S(C)(=O)=O)c1	-1%	-3%	9%	59	-18%	-16%
Cc1ccc2nc(-c3cccc(Br)c3)cc(C(=O)NCC3CCCO3)c2c1 (stereo not drawn)	-6%	?	6%	-21	-11%	13%
Cc1ccc(Cl)cc1NC(=O)Cn1cc(C(F)(F)F)cc(Cl)c1=O	-3%	-15%	-1%	-32	-31%	-16%
CC(C)Oc1ccccc1-c1nc(SCC(=O)O)n[nH]1	-2%	8%	11%	54	-14%	0%
CC12CC[C@H]3[C@@H](CCC4(O)C[C@H](O)CCC34/C=N/NC(=O)c3ccc(O)cc3)C1(O)CCC2C1=CC(=O)OC1 (stereo partly drawn)	0%	0%	2%	-22	-1%	-13%
O=C(OCC(=O)N1CCCC1)c1ccco1	?	17%	1%	57	-25%	4%
CCOC(=O)CNC(=O)c1ccc2c(c1)OCCO2	-3%	7%	0%	21	-10%	1%
CCN(CC)C(=O)[C@H]1C[C@H](CC(=O)NCCCn2ccnc2)C(=O)N2CCc3c([nH]c4cc(-c5ccco5)ccc34)[C@]12C	.	-9%	.	-11	161%[activator]	.
COc1cc(Cl)c(NS(=O)(=O)c2cc3[nH]c(=O)c(=O)[nH]c3cc2C)c(OC)c1	-7%&15%	4%	-19%	2&11	-28%	-19%&7%
CCOc1ccc(CC(=O)NCCc2csc(-c3ccc(C)cc3)n2)cc1	-3%	.	.	-38	.	17%
CC(NC(=O)COC(=O)c1ccc2c(c1)S(=O)(=O)N=C1CCCCCN12)C12CC3CC(CC(C3)C1)C2 (stereo not drawn)	4%	33%[activator]	4%	-36	-9%	-2%
Cc1cccc(NC(=O)N2CCc3c(sc4c3CCCC4)C2c2ccc(F)cc2)c1 (stereo not drawn)	2%	.	.	-7	.	0%
O=C(N1CCCC1)C12CC3CC(CC(C3)C1)C2	-5%	-18%	-2%	44	-16%	-3%
CCOC(=O)c1oc2ccccc2c1CN1CC(C)OC(C)C1 (stereo not drawn)	1%	23%	.	-20	54%	10%
COCCNCCCOc1ccc(Br)cc1Cl	-9%	10µM*	-11%	-13	-3%	-2%
O=C(Nc1cccc(F)c1)NC1CCCCC1	?	-11%	-14%	28	-22%	-15%
Cc1ccc(-c2onc(C)c2C)cc1S(=O)(=O)N1CCOc2ccc(Cl)cc21	7%	.	.	-62*	.	7%
Cc1ccc(-c2nc(N3CCOCC3)sc2C(=O)N2CCCCC2)cc1	4%	1%	1%	-13	51%	-21%
Nc1nc(SCC(=O)N2CCCC2)[nH]c(=O)c1NC(=O)c1cccs1	5%	20%	-4%	15	-20%	2%
COc1cc(OC)nc(NC(=S)NC(=O)c2ccccc2)n1	?	0%	-15%	51	-23%	-15%
CC(C)c1ccc(NC(=O)CSc2nc3ccccc3nc2N2CCCC2)cc1	-4%	-19%	-2%	-19	-23%	9%
O=C(Nc1ccccc1N1CCN(c2ccccc2)CC1)c1cccc(F)c1	10%	?	-3%	-17	-21%	5%
C[C@H]1C(=O)N(c2ccccc2)[C@@H]1c1ccccc1	.	-15%	.	-22	-18%	.
COc1ccc(-c2nnc(C(C)Nc3cccc(C(=O)NC4CC4)c3)o2)cc1 (stereo not drawn)	.	-1%	.	93	3%	.
CCNc1ccc(S(=O)(=O)N(C)C)cc1NCC(=O)Nc1c(F)cccc1F	?	16%	-1%	17	-36%	-13%

Some entries already given, showing only AmpC inh no detg, HCV inhibitor and AmpC inh detg.
| SMILES | AmpC inh no detg | HCV inhibitor | AmpC inh detg |
| --- | --- | --- | --- |
| O=C(Nc1cccc(F)c1)NC1CCCCC1 | -22% | -11% | ? |
| Cc1ccc(-c2nc(N3CCOCC3)sc2C(=O)N2CCCCC2)cc1 | 51% | 1% | 4% |

(more compounds)
SMILES	AmpC inh detg	HCV inhibitor	Giardia FBPA inh	HCMV inh	AmpC inh no detg	Sm TGR inh
O=C(NNS(=O)(=O)c1ccc([N+](=O)[O-])cc1)c1ccncc1	2%	16%	-13%	-4	-6%	-4%
Cc1ccc(N2C(=O)N(Cc3ccccc3C)c3ccccc3S2(=O)=O)cc1	-4%	-5%	8%	-19	-44%	-6%
CCCOc1ccc(Br)cc1CSC(=N)N	?	?	-19%	-95*	-10%	8%
Cc1ccc(OCC(O)Cn2nc(C)cc2C)cc1 (stereo not drawn)	?	-14%	3%	20	1%	1%[57.1 µM]
CCOc1ccc(OCCNCc2ccc(OC(C)C(=O)N(C)C)c(OCC)c2)cc1 (stereo not drawn)	-10%	-19%	?	0	24%	-9%
COC(=O)CS(=O)(=O)c1ccsc1C(=O)Nc1ccc(F)c(F)c1	2%	5%	-4%	44	?	-3%
O=C(CN1CCN(c2ccc(F)cc2)CC1)Nc1ccc(S(=O)(=O)N2CCOCC2)cc1	-17%	-12%	-1%	78	95%[activator]	-30%
CCn1c(C)cc(=S)c2ccccc21	2%	-2%	?	47	-9%	4µM*
CCOc1ccc(Br)cc1C1C(C(=O)OC)=C(C)NC2=C1C(=O)c1ccccc12 (stereo not drawn)	1%	.	.	16	.	0%
O=C(NCCCN1CCOCC1)c1sc2ccccc2c1Cl	-5%	-5%	5%	18	6%	2%
OCc1cc(C(O)CNCCCCCCOCCCCc2ccccc2)ccc1O (stereo not drawn)	-6%&1%	8.9µM*	10%&-4%	-60*	23%&16%	-18%&-9%
CC(=O)Nc1cc(C(=O)N2CCCC2)ccc1S(=O)(=O)c1ccc(C)cc1	1%	12%	3%	-11	-3%	-20%
Cc1csc(SCC(=O)N(C)CC(=O)Nc2ccc(F)cc2)n1	5%	.	1%	.	-5%	-10%
CCOC(=O)C1=C(c2ccccc2)NC(N)=NC1c1ccc(OCc2ccc(Cl)cc2)c(OC)c1 (stereo not drawn)	8%	?	-6%	-23	-29%	4%
Cc1ccc(C(=O)C(C)OC(=O)CCN2C(=O)C3C4C=CC(C5CC45)C3C2=O)cc1 (stereo not drawn)	1%	11%	.	-20	70%[activator]	5%
COc1ccc(-n2nc3c(N4CCCC(C(=O)NCc5ccc(C)cc5)C4)nnc(C)c3c2C)cc1 (stereo not drawn)	1%	.	.	-72*	.	-28%
CCOP(=O)(OCC)c1nc(-c2ccccc2Cl)oc1N1CCOCC1	-7%	1%	4%	-3	83%[activator]	-10%
Cc1ccccc1NC(=O)C1C2CCCCC21 (stereo not drawn)	18%	5%	0%	4	-29%	-2%
COc1cc(C2C(C#N)=C(N)Oc3n[nH]c(-c4ccccn4)c32)cc(OC)c1OC (stereo not drawn)	-21%	-3%	?	16	-19%	-26%
CC(C)C(C)NC(=O)COc1ccc([N+](=O)[O-])cc1Cl (stereo not drawn)	?	?	0%	?	3%	0%

A draw from above in order of SMILES length, highest first.
SMILES	AmpC inh detg	HCV inhibitor	Giardia FBPA inh	HCMV inh	AmpC inh no detg	Sm TGR inh
CCOc1ccc(CCNC(=O)Cn2ncn3nc(-c4ccc(OC)cc4)cc3c2=O)cc1OCC	-1%	-3%	3%	-28	-2%	9%
CCOc1ccc(Br)cc1C1C(C(=O)OC)=C(C)NC2=C1C(=O)c1ccccc12 (stereo not drawn)	1%	.	.	16	.	0%
Cc1ccccc1NC(=O)C1C2CCCCC21 (stereo not drawn)	18%	5%	0%	4	-29%	-2%
